From PubChem BioAssay
V-ATPase pHluor: alters yeast V-ATPase proton transport; response, % at 10 µM; AID 504577; 350,000 compounds, 0.37% hits; S. cerevisiae, pHLuorin cytosolic pH fluorescence; in the data active = response mostly above about 7.3%, no sharp cut-off; inactive = mostly below about 5.4%; note: actives read high; inactives centre near 0; some compounds called inactive have numbers as strong as hits; reference of the scale not given here
C-LANA FP: blocks KSHV LANA C-terminal domain binding to DNA; inhibition, % at 9 µM; MBP-C-LANA/FAM-LBS DNA binding, fluorescence polarization; AID 504423; 340,000 compounds, 0.078% hits;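 active = highest replicate inhibition at or above 60% at 9 µM, even if other replicates fall short; inactive = all replicates below 60% inhibition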;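 note: 0% = neutral control wells and 100% = 4 µM acridine orange control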
RTF Ca sens act: increases calcium sensitivity of human cardiac regulated thin filaments; P19429+P45379; IANBD-labeled TnC RTF fluorescence at EC20 calcium; 0% EC20 calcium, 100% full calcium; activation, % at 7.2 µM; 340,000 compounds, 0.24% hits; AID 493008;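 active = activation above the mean over all tested compounds plus 3 SD, cut at about 30% in these data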;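 note: rise in fluorescence read as greater calcium sensitivity of cardiac thin filaments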
RTF Ca sens inh: cardiac RTF calcium desensitization. IANBD-labeled cardiac RTF, Ca2+ fluorescence. inhibition, % at 7.15 µM. 340,000 compounds, 0.12% hits. AID 493244. P19429+P45379;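 active = inhibition above the mean inhibition of all tested compounds plus 3 SD, cut at about 17% in these data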;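 note: assay run at fixed EC70 calcium of 1.6 mM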
OPRM1-OPRD1 ag: agonists of human mu-delta opioid receptor heterodimerization | 340,000 compounds, 0.3% hits | activation, % at 9.3 µM | P35372+P41143 | cells, OPRM1-OPRD1 heterodimerization, luminescence; in the data active = activation above about 18%;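 note: 0% = vehicle-treated cells and 100% = reference agonist; values of inactives mirror those of a sister screen read the other way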
CAL PDZ FP: inhibitors of human CAL PDZ peptide binding; Q9HD26; purified CAL PDZ, TMR-peptide fluorescence polarization, 1 h; inhibition, % at 24.9 µM; 300,000 compounds, 0.92% hits; AID 602252;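 active = mean inhibition of at least 30% with at least half of replicates also reaching 30%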;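 note: 0% = DMSO neutral control and 100% = excess unlabeled competitor peptide PRC23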
HTR5A inv ctr: inverse agonist of human HTR5A in OPRM1-OPRD1 counter-screen | P47898 | HTR5A cell line, luminescence, inverse agonism | inhibition, % at 9.3 µM | 340,000 compounds, 0.083% hits | AID 504634; in the data active = inhibition mostly above about 23%, no sharp cut-off; inactive = mostly below about 18%;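 note: 0% = cells with DMSO and 100% = no-cell wells with DMSO; some compounds called inactive have numbers as strong as hits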
Target sequence (P47898 whole entry, looked up): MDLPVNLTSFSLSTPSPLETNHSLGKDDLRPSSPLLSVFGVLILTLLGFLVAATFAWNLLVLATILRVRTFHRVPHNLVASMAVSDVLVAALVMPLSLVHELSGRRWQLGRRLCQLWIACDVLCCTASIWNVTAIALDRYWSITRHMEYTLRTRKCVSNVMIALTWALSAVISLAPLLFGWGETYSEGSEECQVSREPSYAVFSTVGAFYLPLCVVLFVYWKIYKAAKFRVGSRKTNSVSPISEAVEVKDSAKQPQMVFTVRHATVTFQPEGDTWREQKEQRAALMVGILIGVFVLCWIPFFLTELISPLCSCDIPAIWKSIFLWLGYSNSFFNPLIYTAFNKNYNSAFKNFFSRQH
Keap1 Nrf2 FP: inhibitors of human Keap1-Nrf2 protein-protein interaction | Q14145 | Keap1 Kelch-Nrf2 peptide fluorescence polarization, 1536-well | inhibition, % at 9.4 µM | 340,000 compounds, 0.15% hits | AID 504523; in the data active = inhibition above about 12%;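 note: human Keap1 Kelch domain with fluorescein labeled Nrf2 9mer peptide probe; 0% = neutral control wells and 100% = peptide positive control; higher means more block of Keap1 binding to Nrf2 peptide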
HTR5A ag ctr: counter-screen for OPRM1-OPRD1 agonists: human HTR5A agonism. P47898. HTR5A agonist assay, luminescence, cell-based. activation, % at 9.3 µM. 340,000 compounds, 0.61% hits; in the data active = activation mostly above about 9.5%, no sharp cut-off; inactive = mostly below about 7.6%;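 note: 0% = cells with vehicle only and 100% = reference agonist; strong numbers were not always called active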
OPRM1-OPRD1 inv: mu-delta opioid heterodimer inverse agonism | P35372+P41143 | cell-based MOR-DOR heterodimer luminescence | inhibition, % at 9.3 µM | 340,000 compounds, 0.21% hits; in the data active = inhibition above about 22%, passing the limit was not always enough;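 note: 0% = cells with DMSO and 100% = wells without cells with DMSO; values of inactives mirror those of a sister screen read the other way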
The depositor's hits bear a star; / = not tested or not shown.

Order of results – V-ATPase pHluor	C-LANA FP	RTF Ca sens act	RTF Ca sens inh	OPRM1-OPRD1 ag	CAL PDZ FP	HTR5A inv ctr	Keap1 Nrf2 FP	HTR5A ag ctr	OPRM1-OPRD1 inv
> NS(=O)(=O)c1ccc(NC(=O)NC2CC(=O)N(c3ccc4c(c3)OCCO4)C2)cc1 (configuration not stated)
 : 5	0.5	3	-21	-0.1	-5	-8	-1	1	1
> CC1=CC(C)(C)N(C(=O)CCl)c2cc(C)ccc21
 : 1	-0.9	-2	6	7.0	/	2	1	2	-38
> COc1cc(CNC2CCCC2)cc(Cl)c1OCc1ccccc1F
 : -3	-1.2	-6	-4	13	-1	-13	1	7	-71
> CN(Cc1ccccc1)C(=O)CCS(=O)(=O)c1cc2c(cc1Cl)NC(=O)CO2
 : -3	2.5	1	0	-3.0	/	-5	-6	5	17
> O=C(CN1CCCCC1)N/N=C/c1ccccc1OCc1ccccc1
 : 2	-0.3	4	3	-0.6	-5	11	-2	0	3
> CC(=O)CC1(OC(C)=O)C(=O)N(C)c2ccccc21 (configuration not stated)
 : -2	1.0	1	-10	-4.4	1	14	-4	-5	24
> COc1cc(C(=O)Oc2ccc(/C=N/NC(=O)c3ccncc3)cc2)cc(OC)c1OC
 : 1	-0.8	5	-4	-1.2	-7	-7	-5	3	6
> COc1ccc(NC(=S)N(CCCN2CCOCC2)C(C)c2cc3ccccc3o2)cc1 (configuration not stated)
 : -1	-0.7	0	-15	-0.9	8	-4	-3	-1	5
> CN(Cc1ccc(C#CCCO)cc1)CC1CCCN(CCc2ccc(Cl)cc2)C1 (configuration not stated)
 : 2	-1.6	3	-4	2.0	0	-1	-3	0	-9
> CCOC(=O)N1CCN(C(=O)c2ccc3c(=O)n(Cc4ccc(OC)cc4)c(=S)[nH]c3c2)CC1
 : 1	-1.1	-2	-1	-2.4	/	4	5	-1	13
> O=c1[nH]c(-[n+]2ccccc2)c(/C=N/N=C(\[O-])c2ccccc2)s1
 : 1	2.6	-1	-3	-2.7	-7	4	-1	0	14
> Cc1noc(C)c1COC(=O)/C=C/c1ccc(Cl)cc1
 : -3	0.1	1	-2	3.7	-5	7	-3	-3	-19
> COc1cc(NC(=O)CN2C(=O)NC(CC(C)C)C2=O)cc(OC)c1OC (configuration not stated)
 : -1	2.7	-2	-3	-1.0	-4	-11	1	4	4
> O=c1c2cc3c(nc2[nH]c(=S)n1-c1ccccc1)CCCC3
 : 0	-0.2	3	-7	-4.3	/	-14	2	2	22
> O=C(NC(=S)Nc1ccc(Cl)cc1Cl)C1CC1
 : 0	0.0	2	0	0.7	-3	13	-5	-5	-4
> CN(CC(=O)Nc1ccccc1Br)C(=O)c1sccc1-c1ccccc1
 : -3	0.9	-3	6	-2.8	/	11	1	-4	12
> Cc1noc(C)c1CSc1ccccc1C(=O)Nc1nccs1
 : 12	-1.7	13	-7	-0.2	0	-3	-3	3	1
> CC(C)c1ccc(NC(=O)C2CCN(S(=O)(=O)c3ccc4c(c3)NC(=O)CO4)CC2)cc1
 : 1	-1.8	-3	2	-2.1	-7	2	-8	0	11
> CC(=O)Nc1ccc(SC(C)C(=O)NC2CCCC2)cc1 (configuration not stated)
 : 5	-1.0	-6	-4	-1.1	-2	9	-1	-2	7
> CCCOC(=O)c1ccc(NC(=O)C2CCCO2)cc1 (configuration not stated)
 : 3	-0.1	1	-7	0.2	9	-28	3	11	-1
> COc1ccccc1N1CCN(C(=O)c2ccc(Br)s2)CC1
 : -1	0.0	-3	-3	-1.0	-14	2	0	-1	5
> COc1ccccc1N1CCN(C(=O)CN(C2CCCCC2)S(C)(=O)=O)CC1
 : 1	-0.7	6	-8	-1.1	1	19	-3	0	6
> CSc1ccc(Cl)c(C(=O)NC2CCCC2)c1
 : -4	3.6	3	-5	-0.7	0	14	1	-3	4
> O=C(/C=C/c1ccccc1)Nc1cccc(S(=O)(=O)Nc2ccccc2F)c1
 : 5	-0.5	2	3	1.9	-2	1	-5	0	-11
> O=c1cc(CSc2nc3ccccc3c(=O)[nH]2)c2ccc(O)cc2o1
 : -2	-0.7	-5	5	-0.1	-9	-6	1	2	1
> CCN(CC)S(=O)(=O)c1ccc(C)c(NC(=O)COC(=O)CNC(=O)c2ccc(C(C)(C)C)cc2)c1
 : 1	1.2	-2	-3	-3.4	/	-10	3	4	18
> CCNC(=O)COC(=O)CCC(=O)c1ccc(F)cc1
 : 1	0.5	2	3	-0.6	-2	5	-1	-2	3
> N#C/C(=C(/O)CN1CCOCC1)c1nc(-c2ccccc2)cs1
 : -3	-1.1	2	-9	0.2	-3	7	0	-3	-1
> CC(=O)Nc1cccc(NC(=O)CSc2nc(=O)n(Cc3ccccn3)c3c2CCC3)c1
 : -2	3.4	9	-1	0.3	-3	-14	0	3	-2
> COc1ccc(N2CCN(CC(O)COC(C)(C)C)CC2)cc1 (configuration not stated)
 : 4	-0.7	3	-8	0.5	1	15	-4	0	-3
> Nc1ccc(C(=O)NCc2ccccc2)cc1
 : 14*	0.9	4	-21	-1.2	-4	0	1	-2	7
> CC(OC(=O)c1snc(C(=O)NC2CCCCC2)c1N)C(=O)NC1CCCCC1 (configuration not stated)
 : 0	-1.1	2	-4	0.1	-2	-16	-3	0	0
> COc1cc(Cl)cc(C2NC(=O)NC(C)=C2C(=O)NCc2ccccc2)c1O (configuration not stated)
 : 1	-2.7	4	-3	-2.5	-2	-14	-3	-2	15
> Brc1cccc(-c2n[nH]c(-c3ccccc3)n2)c1
 : 2	0.5	1	-1	-0.5	-8	0	-1	0	2
> O=C(CCCCC(=O)NCc1cccs1)NCc1cccs1
 : -31	-2.3	6	-10	-2.9	-5	-24	-3	9	17
> COc1ccc(Oc2ccc(/C=N/NC(=O)c3cccnc3)cc2[N+](=O)[O-])cc1
 : 0	1.8	1	-11	-0.9	-5	3	1	-1	5
> CC(=O)Cn1c(C(F)(F)F)nc2ccccc21
 : 4	0.7	1	-11	-1.5	-2	-36	-2	15	7
> CCOC(=O)c1ccc(NC(=O)c2nc[nH]c2C(=O)N2CCN(c3ccccc3)CC2)cc1
 : 1	-0.3	1	0	3.2	-1	-10	-9	2	-18
> CCN1CCN(c2nc3c(c(=O)[nH]c(=O)n3C)n2Cc2ccccc2F)CC1
 : 5	4.6	-6	-7	-0.1	-3	-6	-4	2	1
> CCN1C(=O)C(c2ccc(O)cc2)(c2ccc(O)cc2)c2ccccc21
 : 4	-2.0	0	1	2.1	-2	-8	-3	3	-12
> CC[C@@]1(C(=O)OC)N[C@H](CN(C)C(=O)Nc2ccc(OC)cc2)[C@@H]2C(=O)N(C)C(=O)[C@@H]21
 : -1	1.6	6	-2	-1.9	-3	-12	-4	3	9
> CCOc1ccc(CNS(=O)(=O)c2c(C(=O)N3CCCC3)c(C)n(C)c2C)cc1OC
 : -1	0.2	-3	-4	-2.5	0	-7	-3	2	13
> Cc1ccc(C(=O)CSc2ncnc3sc4c(c23)CCC(C)C4)cc1 (configuration not stated)
 : 1	-1.0	3	-3	-2.0	1	-3	-4	-1	10
> CN(C)CCCN(C(=O)c1ccc(S(=O)(=O)N2CCc3ccccc3C2)cc1)c1nc2c(F)cccc2s1
 : 8	0.9	3	4	107*	-2	11	-2	-4	-351
> Cc1ccc(NC(=O)CCC(=O)N/N=C/c2ccccc2O)cc1
 : 2	1.2	-3	-11	-1.5	-4	-8	-2	2	7
> O=c1c(/C=N\NS(=O)(=O)c2ccccc2)coc2ccc(Cl)cc12
 : 5	-1.8	-1	3	0.5	-2	1	0	2	-2
> COc1ccc(/C=N/N=C2/SCC(=O)N2Cc2ccccc2)cc1
 : 2	-0.8	-3	-8	-0.2	-3	33	4	0	1
> Cc1cc(OCC#N)nc(N)n1
 : 2	0.2	-5	7	0.9	2	-13	1	5	-6
> COc1c(C(=O)N2CCCC2)ccc2ccccc12
 : 1	-0.7	11	2	-1.6	-3	-28	-5	7	10
> CC(C)Cc1nnc(NC(=O)C2CCCC2)s1
 : 3	0.1	4	-16	1.0	-5	-9	-1	3	-6
> CCN(CC)CCn1c(C)nc2ccccc21
 : 0	0.3	-2	6	/	3	/	0	/	/
> CCCCNC(=O)c1ccc(CS(=O)(=O)c2ccc(C)cc2)o1
 : 1	-1.7	-3	-14	-3.1	-3	6	-5	-2	14
> COC(=O)c1ccccc1NC(=O)C1CCCN(S(=O)(=O)c2ccc(F)cc2)C1 (configuration not stated)
 : 1	-1.0	-3	-5	1.5	-4	-7	-2	1	-6
> O=C(NCc1ccccn1)Nc1cccc([N+](=O)[O-])c1
 : 1	0.6	-4	-4	-1.8	-1	1	-6	2	12
> O=C1CC(SCCc2nc3ccccc3[nH]2)C(=O)N1c1ccc(Cl)cc1 (configuration not stated)
 : 1	-0.1	-8	-4	-0.5	1	24	-6	-4	3
> S=C(NCc1ccco1)Nc1ccccc1Cl
 : -5	3.1	4	-11	-3.7	-4	-24	-4	9	18
> O=C(NCCCO)/C(=C\c1ccco1)NC(=O)c1ccco1
 : 4	0.4	1	-7	-3.1	/	-6	-2	-6	15
> O=C(CNC(=O)c1ccc(Br)o1)NNC(=O)c1cccc(Cl)c1
 : -1	-1.1	4	-2	0.9	3	25	0	-10	-6
> Cc1ccc(-n2nnnc2CN2CCCCC2)cc1
 : 0	0.6	-1	9	-2.2	-4	2	-2	-1	13
